Growth percent in the NCI-60 one-dose screen (48 h, 10 µM unless noted): 100 = growth as untreated, 0 = no growth, -100 = all killed.
RPMI-8226: RPMI-8226 leukemia cells; 77,000 compounds, 7.5% hits; AID 1794781
SR: SR leukemia cells; 73,000 compounds, 8.7% hits; AID 1794780
HOP-62: HOP-62 NSCLC; 80,000 compounds, 3.9% hits
K-562: K-562 leukemia. 78,000 compounds, 7.4% hits. AID 1794777
EKVX: EKVX NSCLC. 71,000 compounds, 3% hits
MOLT-4: MOLT-4 leukemia cells; 80,000 compounds, 6.9% hits; AID 1794779
CCRF-CEM: CCRF-CEM leukemia. 77,000 compounds, 7% hits
HOP-92: HOP-92 NSCLC cells; 71,000 compounds, 6.3% hits
* marks the source's active call; other numbers are inactive results; nt = not tested or not shown; & = joins results of further samples. Rule for the calls: active = growth percent below 10; inactive = the rest.

SMILES | RPMI-8226 | SR | HOP-62 | K-562 | EKVX | MOLT-4 | CCRF-CEM | HOP-92
CSc1ncnc(SC)c1Cl | 99 | 97 | 91 | 95 | 104 | 82 | 102 | 94
CCCC(=O)O[C@]1(C(=O)CO)CCC2[C@@H]3CCC4=CC(=O)CC[C@]4(C)C3[C@@H](O)C[C@@]21C (stereo partly specified) | 60 | nt | 111 | 110 | 81 | 94 | 102 | 96
CCC1(C2C=COC=C2)NC(=O)NC1=O (stereo unspecified) | nt | nt | 100 | 106 | nt | 102 | nt | 103
C[n+]1c2ccccc2c(Nc2ccc(N3CCCCC3)cc2)c2[nH]c3ccccc3c21 | -72* | -70* | -94* | -74* | -56* | -63* | -49* | nt
CC1CC(=O)C2=C(C1)Nc1ccc(Br)cc1CC2c1c[nH]c2ccc(Br)cc12 (stereo unspecified) | 43 | 30 | 65 | 22 | 41 | 36 | 30 | 77
CC(=O)/C(C)=N/O | 103&102 | 112&102 | 106 | 109&109 | nt | 114&107 | 105&93 | 90
O=C(c1ccc2ccccc2c1)c1nn(-c2ccccc2)c2nc3nc(-c4cc5ccccc5o4)cc(-c4c[nH]c5ccccc45)c3c(=O)n12 | 77 | 61 | nt | 78 | 70 | 71 | 96 | 89
Nc1nc(-c2cccc(Cl)c2)cc(-c2cc3cc(Br)ccc3oc2=O)n1 | 86 | 69 | 85 | nt | 90 | 74 | 94 | 77
COc1cc(/C=C/C(=O)/C=C/c2ccc(-n3ccnc3C)cc2)ccc1O | -23* | 18 | 89 | 13 | 102 | 32 | 36 | 95
Cc1cccc2cc(-c3cc(-c4ccccc4)nc(N)n3)c(Cl)nc12 | 87 | nt | 105 | 67 | 69 | 55 | 63 | 83
C=C1C(=O)O[C@H]2[C@H]1CC/C(COC(=O)NCc1c[nH]c3ccccc13)=C\CC[C@@]1(C)O[C@@H]21 | 4.6* | 4.4* | 65 | 13 | 84 | 1.2* | 7.3* | 107
CNC(=O)c1cc(N2CCc3cc(NC(=O)Nc4ccc(N5CCOCC5)c(C(F)(F)F)c4)ccc32)ccn1 | 16 | 14 | 12 | 7.9* | 60 | 23 | 25 | 14
CC(C)(C)C(=O)CC(c1ccccc1)c1ccccc1 | 100 | 100 | nt | 101 | nt | 109 | 97 | 87
O=C1N=C(N2CCCCC2)S/C1=C\c1cn(-c2ccccc2)nc1-c1ccccc1 | nt | 99 | 107 | 97 | 110 | 107 | 104 | 102
O=C(O)CCc1ccc(O)c(O)c1 | 102 | 87 | 109 | 98 | nt | 100 | 94 | nt
N#CC1=C(N)Oc2cc(N)ccc2C1c1cc2ccccc2n2nnnc12 (stereo unspecified) | 92 | 79 | 86 | 70 | 100 | 88 | 80 | 85
COc1ccc2c(O)c(/C=C3\N=Nc4nc(C)ccc43)oc2c1CC1CCNCC1 | 97 | -28* | 64 | 49 | 63 | 48 | 63 | 39
N#Cc1cnn(C(=O)c2ccccc2Br)c1NC(=O)c1ccc(Br)cc1 | 101 | 76 | 90 | 105 | 96 | 98 | 94 | 113
Cc1cccc(OCCCCCl)c1 | 91 | 101 | 108 | 103 | nt | 104 | 89 | 86
CCOC(=O)C1(C(=O)OCC)C(C(=O)c2ccccc2)C1c1ccccc1 (stereo unspecified) | nt | 85 | 93 | 83 | 128 | 116 | 79 | nt
O=c1cc(Cn2cc(CSc3nc4ccccc4o3)nn2)c2ccccc2o1 | 116 | 88 | 102 | 91 | 109 | 94 | 100 | 114
C=CCn1c(SCC(=O)Nc2ccc(C(=O)/C=C/c3ccc(Cl)cc3)cc2)nnc1-c1ccc(OC)cc1 | 31 | nt | 58 | nt | 94 | nt | 81 | 43
CN1CCN(c2ccc(Nc3ncc4[nH]c(=O)n(Cc5ccccc5N)c4n3)cc2)CC1 | 105 | 91 | 78 | 70 | 102 | 93 | 96 | 85
COc1ccc(-c2nc(SCC(=O)c3ccc(C#N)cc3)[nH]c(=O)c2C#N)cc1 | 94 | 87 | 80 | 97 | 102 | 94 | 84 | 86
c1ccc2cc(Cn3cc(CSc4nc5ccccc5s4)nn3)ccc2c1 | 96 | 103 | 86 | 97 | 101 | 96 | 97 | 99

Filtered by structure: those above with a cyano group (three)
SMILES | RPMI-8226 | SR | HOP-62 | K-562 | EKVX | MOLT-4 | CCRF-CEM | HOP-92
N#CC1=C(N)Oc2cc(N)ccc2C1c1cc2ccccc2n2nnnc12 (stereo unspecified) | 92 | 79 | 86 | 70 | 100 | 88 | 80 | 85
N#Cc1cnn(C(=O)c2ccccc2Br)c1NC(=O)c1ccc(Br)cc1 | 101 | 76 | 90 | 105 | 96 | 98 | 94 | 113
COc1ccc(-c2nc(SCC(=O)c3ccc(C#N)cc3)[nH]c(=O)c2C#N)cc1 | 94 | 87 | 80 | 97 | 102 | 94 | 84 | 86

Following part.
SMILES | RPMI-8226 | SR | HOP-62 | K-562 | EKVX | MOLT-4 | CCRF-CEM | HOP-92
C/C(=C(/c1ccccc1)c1ccc(OCC(O)CNCCN2CCOCC2)cc1)c1ccccc1 (stereo unspecified) | 20 | 0.7* | 55 | 2.4* | 83 | 41 | 57 | 59
COc1ccc(-n2cnc3c(oc4ncccc43)c2=O)cc1 | 98 | 83 | 99 | 99 | nt | 93 | 96 | nt
CC(=O)OC[C@H]1O[C@@H](n2c(=O)cc(N)[nH]c2=O)C(OC(C)=O)[C@@H]1OC(C)=O (stereo partly specified) | 103 | 106 | 95 | 108 | 104 | 108 | 111 | nt
COc1ccc(OC)c(NC(=O)SC(C)C)c1 | 104 | 103 | 98 | 109 | 99 | 109 | 102 | 118
CCc1c(C(=O)N[C@@H](CO)Cc2ccccc2)[nH]c2ccc(C(F)(F)F)cc12 | nt | 40 | 85 | nt | 51 | 45 | 46 | 54
C/C(=N\n1c(N)nc2n[nH]c(N)c2c1=O)c1ccccc1 | 102 | 106 | 99 | 101 | 99 | 106 | 98 | 112
Cc1cc(=O)oc2cc(O)c(O)cc12 | 93 | 91 | 109 | 98 | 98 | 74 | 60 | 105
CCN=Cc1c(O)c(O)c(C(C)C)c2cc(C)c(-c3c(C)cc4c(C(C)C)c(O)c(O)c(C=NCC)c4c3O)c(O)c12 | 35 | 27 | 51 | 16 | 31 | 33 | 20 | 16
COC(=O)[C@]12CC[C@@H](C(=O)/C=C/c3cccnc3)[C@@H]1[C@H]1CC[C@@H]3[C@@]4(C)CC[C@H](O)C(C)(C)[C@@H]4CC[C@@]3(C)[C@]1(C)CC2 | 64 | nt | 86 | nt | 82 | nt | 56 | nt
CN1C(=O)C(Nc2ccc(C(=O)Nc3ccc(Cl)cc3)cc2)=C(c2ccc(Cl)cc2)C1=O | 59 | 44 | 66 | 52 | 63 | 37 | 61 | 87
C[C@H](NC(CCc1ccccc1)C(=O)O)C(=O)N1CCC[C@H]1C(=O)O (stereo partly specified) | 107 | 95 | 103 | 97 | 106 | 83 | 104 | nt
COc1ccc2[nH]c(=O)c(CSc3ccccc3Nc3nccc(-c4ccc(C(F)(F)F)cc4)n3)cc2c1 | 4.7* | -17* | 54 | 19 | 54 | -8.2* | 7.1* | 27
COC(=O)c1cc2c3c(cc(O)c2[nH]1)N(C(=O)C1Cc2cc(OC)c(OC)c(OC)c2N1)CC3CCl (stereo unspecified) | -13* | 8.1* | -55* | 1.6* | -31* | -12* | 5.9* | -36*
COc1ccc(CNc2ccc(NC(=O)c3cc(OC)cc(OC)c3)cn2)cc1 | 92 | nt | 94 | 87 | 100 | nt | 92 | 92
COc1ccc(-c2nc3cc(C)ccc3n2CC(=O)N=Nc2c(O)[nH]c3ccc(Cl)cc23)cc1 | 42 | -7.2* | -50* | 4.5* | -49* | 11 | 55 | nt
CCOC(=O)c1c2c(n3c1NCC3)-c1ccccc1C2=O | 105 | 100 | 102 | 87 | 96 | 88 | 85 | 84
COc1ccc(-c2cc(-c3nnc(/C=C/c4cc(OC)c(OC)c(OC)c4)o3)[nH]n2)cc1 | 67 | 65 | 136 | 82 | 108 | 71 | 58 | nt
Cc1csc(NC(=O)c2sc3nc(-c4cccs4)ccc3c2N)n1 | 81 | 82 | 90 | 90 | nt | 58 | 70 | 85
O=C(CCC(=O)Nc1ccc(S(=O)(=O)N2CCOCC2)cc1)NCc1ccccc1 | 84 | 106 | 148 | 100 | 122 | 105 | 98 | 92
c1ccc(CNc2ncn[nH]2)cc1 | 108 | 120 | 108 | 102 | nt | 98 | 116 | 92
c1coc(CNc2cc(Nc3ccc(OCCN4CCCC4)cc3)ncn2)c1 | 100 | 98 | 90 | 80 | 100 | 96 | 107 | 84
CCN(CC)C(=O)C(c1ccccc1)S(=O)(=O)N1CCOCC1 (stereo unspecified) | 99&104 | 106&104 | 107&95 | 107&92 | 111 | 113&96 | 102&99 | 102&123
O=C(NN1C(=O)CSC1c1ccc(Cl)cc1)c1ccc(NC(=O)c2ccccn2)cc1 (stereo unspecified) | 86 | 86 | 92 | 87 | 83 | 85 | 106 | 95
N#Cc1c(-c2cccnc2)cc(-c2ccc3ccccc3c2)[nH]c1=O | 51 | 74 | 92 | 87 | 87 | 91 | 82 | 78
Cn1c(=O)c2c(nc3n(-c4ccc(F)cc4)c(Sc4nc(-c5ccccc5)c(C#N)c(=O)[nH]4)cn23)n(C)c1=O | 85 | nt | 84 | 85 | 88 | 89 | 93 | 93

At a glance, part of the list above.
SMILES | RPMI-8226 | SR | HOP-62 | K-562 | EKVX | MOLT-4 | CCRF-CEM | HOP-92
C/C(=C(/c1ccccc1)c1ccc(OCC(O)CNCCN2CCOCC2)cc1)c1ccccc1 (stereo unspecified) | 20 | 0.7* | 55 | 2.4* | 83 | 41 | 57 | 59
COc1ccc(-n2cnc3c(oc4ncccc43)c2=O)cc1 | 98 | 83 | 99 | 99 | nt | 93 | 96 | nt

Further records.
SMILES | RPMI-8226 | SR | HOP-62 | K-562 | EKVX | MOLT-4 | CCRF-CEM | HOP-92
Cc1c(-c2ccc(C3CCCCC3)cc2)nc2ccc(F)cc2c1C(=O)O | 56 | 7.5* | 62 | 23 | nt | 15 | 36 | 83
CC(NC(=O)c1ccccc1)C(=O)O (stereo unspecified) | 100 | 70&94 | 104&101 | 101&98 | 111 | 86&103 | 116&97 | 100
O=C(CN1C(=O)c2ccccc2C1=O)Nc1ccccc1 | 102 | 105 | 103 | 108 | 97 | 108 | 104 | 100
CC1=C(C)C(=O)C(Nc2ccccc2)=C(Cl)C1=O | 54 | 63 | 93 | 16 | 55 | 13 | 5.3* | 46
Clc1ccc(-c2nc(CSc3ccccn3)cs2)cc1 | 89 | 87 | 117 | 96 | nt | 102 | 88 | 110
CCOC(=O)CN1C(=O)C(=O)c2ccccc21 | 104&88 | 104&103 | 98&94 | 107 | 89&97 | 113&106 | 101&95 | 99&68
Nc1ccc(Cc2ccccc2)cc1 | 95 | 98 | 101 | 89 | 90 | 82 | 53 | nt
O=C1Nc2ccccc2/C1=C\c1c[nH]c2ccc(F)cc12 | 56 | 71 | 80 | 56 | 70 | 55 | 70 | nt
CCCCCCCCCCCCN(C)CCCCCCCCCCCC | 95 | 73 | 106 | 103 | nt | 100 | nt | nt
COc1ccc2ccccc2c1Cc1ccc(N(C)C)cc1Cl | 90 | nt | 95 | nt | 109 | nt | nt | 84
CCCCOC(=O)C(N)Cc1ccc(OC)cc1 (stereo unspecified) | 100 | 98 | 106 | 113 | 94 | 103 | 101 | 84
Cc1ccc([N+](=O)[O-])cc1Br | 108 | 83 | 89 | 86 | 101 | 82 | 105 | 106
Nn1c(-c2ccc(Cl)cc2)nc2c(-c3ccc(Cl)cc3)nc3ccc(Cl)cc3c2c1=O | 30 | -62* | -78* | 18 | 6.9* | 32 | -16* | 27
COc1ccc(S(=O)(=O)NCCCNc2nccc(-c3c(-c4cccc(N)c4)nc4sccn34)n2)cc1 | 84 | 86 | 117 | 70 | 96 | 75 | 78 | 93
CCc1ccc(NC(=O)Cn2cc(CN3C(=O)c4ccccc4S3(=O)=O)nn2)cc1 | 103 | nt | 103 | nt | 100 | 101 | 101 | 109
O=c1oc2ccc(Br)cc2cc1-c1csc(N=Nc2c(O)[nH]c3ccc(Br)cc23)n1 | 127 | 125 | 116 | 110 | 98 | 130 | 120 | 115
Nc1c(C(=O)O)nnn1Cc1ccccc1 | 99 | 32 | 89 | 78 | 97 | 26 | 79 | 82
Cc1c(NCC(=O)Nc2nc3ccccc3[nH]2)c(=O)n(-c2ccccc2)n1C | 97 | 92 | 107 | 101 | nt | 104 | 93 | nt
COc1cccc(/C=C2\N=C(C)N(CCc3ccc(S(N)(=O)=O)cc3)C2=O)c1 | 97 | 82 | 94 | 100 | 96 | 98 | 96 | 93
Cc1ccc2oc(=O)cc(-c3nnc(N)o3)c2c1 | 87 | 51 | 97 | 100 | 99 | 105 | nt | 95
COCOc1cc2c(=O)c(C)c(C(=O)N[C@@H](Cc3ccccc3)C(O)C(=O)NCc3ccccc3)oc2cc1OC (stereo partly specified) | 67 | nt | 6.5* | 41 | 78 | 88 | 96 | 28
O=C(Nc1ccc(Br)cc1F)c1cc(Cl)ccc1O | -25* | nt | -14* | 5.3* | 8.4* | -28* | 5.6* | -19*

Some of the entries above, reformatted.
smiles: Cc1ccc2oc(=O)cc(-c3nnc(N)o3)c2c1
- RPMI-8226: 87
- SR: 51
- HOP-62: 97
- K-562: 100
- EKVX: 99
- MOLT-4: 105
- CCRF-CEM: nt
- HOP-92: 95

smiles: COc1ccc(CNc2ccc(NC(=O)c3cc(OC)cc(OC)c3)cn2)cc1
- RPMI-8226: 92
- SR: nt
- HOP-62: 94
- K-562: 87
- EKVX: 100
- MOLT-4: nt
- CCRF-CEM: 92
- HOP-92: 92

smiles: CCCC(=O)O[C@]1(C(=O)CO)CCC2[C@@H]3CCC4=CC(=O)CC[C@]4(C)C3[C@@H](O)C[C@@]21C (stereo partly specified)
- RPMI-8226: 60
- SR: nt
- HOP-62: 111
- K-562: 110
- EKVX: 81
- MOLT-4: 94
- CCRF-CEM: 102
- HOP-92: 96

Source: PubChem BioAssay (NCI)
